KCNQ1 pot: potentiators or activators of KCNQ1 channel, primary screen, cell-based, thallium flux, high-throughput. CHO-K1 KCNQ1, thallium flux FluxOR fluorescence; hits give high values. AID 2648, 2010. 310,000 tested, 0.35% active. B-score at 10 µM;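 active = fluorescence ratio B-score, a plate-corrected score, at least three library SD, with initial intensity B-score within 5 SD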
Target sequence (P51787 whole entry, looked up): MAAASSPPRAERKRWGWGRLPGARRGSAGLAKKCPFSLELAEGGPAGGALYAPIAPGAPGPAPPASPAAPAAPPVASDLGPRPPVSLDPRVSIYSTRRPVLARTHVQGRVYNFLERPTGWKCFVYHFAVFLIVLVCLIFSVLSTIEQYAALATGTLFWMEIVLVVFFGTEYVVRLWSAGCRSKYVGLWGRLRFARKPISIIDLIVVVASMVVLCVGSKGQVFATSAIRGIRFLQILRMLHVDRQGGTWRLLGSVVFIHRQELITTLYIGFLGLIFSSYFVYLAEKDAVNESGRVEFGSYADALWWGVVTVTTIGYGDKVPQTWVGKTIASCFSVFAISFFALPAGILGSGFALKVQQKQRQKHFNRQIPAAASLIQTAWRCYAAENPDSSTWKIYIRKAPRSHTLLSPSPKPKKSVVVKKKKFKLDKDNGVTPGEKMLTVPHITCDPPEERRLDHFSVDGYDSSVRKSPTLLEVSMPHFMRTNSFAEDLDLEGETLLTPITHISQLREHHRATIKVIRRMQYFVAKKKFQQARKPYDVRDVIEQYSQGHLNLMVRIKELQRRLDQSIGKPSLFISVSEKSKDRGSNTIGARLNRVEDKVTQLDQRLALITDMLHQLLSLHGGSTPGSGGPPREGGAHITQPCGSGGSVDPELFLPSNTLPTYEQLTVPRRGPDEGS
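Assay system: CHO-K1 cells stably expressing KCNQ1. Medium: assay buffer for compound exposure, DMSO matched across wells. Timing: 37 °C overnight plating, 90-min dark dye load, 20-min compound pretreatment. Signal: kinetic FluxOR fluorescence, 10 s baseline plus 110 s post-stimulus.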
PolyA inh: polyadenylation inhibitors in yeast reporter cells, primary screen, luminescence, S. cerevisiae | S. cerevisiae SKY197-pL101 polyadenylation reporter, beta-gal luminescence; efflux-impaired pdr1/pdr3 knockout yeast; score 100 = 6 SD above DMSO | calls only at 12 µM | 300,000 tested, 0.02% active | AID 1875, 2009;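 active = lowest replicate activity score at least 50, where 100 means six control SD above control mean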;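 also: yeast exposed to compound for 9 h at 30 °C; higher score means more reporter readthrough which indicates perturbed polyadenylation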
GSK3 alpha inh: blockers of GSK3A enzyme activity – biochemical, luminescence, cell-free homogeneous, HTS, primary screen; GSK-3 alpha kinase, ADP-Glo luminescence, 60 min; inhibition, % at 10 µM; 320,000 tested, 0.1% active; AID 2650, 2010;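 in the data active = inhibition above about 50%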;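 also: GST-tagged GSK-3 alpha with peptide substrate and 25 µM ATP; 0% = DMSO neutral wells and 100% = GW8510 positive control wells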
HDAC3 inhib: HDAC3 deacetylase inhibitors, primary screen, biochemical, fluorescence, cell-free homogeneous. Histone deacetylase 3 (Homo sapiens), O15379. recombinant HDAC3, fluorogenic peptide/trypsin coupled. inhibition, % at 8.3 µM. 320,000 tested, 0.15% active; in the data active = inhibition above about 26%, passing the limit was not always enough
KCNQ1 block: inhibitors of human KCNQ1 channel, primary screen, cell-based, thallium flux, high-throughput; AID 2642, 2010; B-score at 10 µM; 310,000 tested, 1.3% active; CHO-K1 KCNQ1, FluxOR thallium flux fluorescence; hits give high values;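 active = compounds whose thallium flux B-score, printed positive for inhibition, exceeds three library SD while starting fluorescence stays within three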;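 also: channel opened by potassium depolarization with thallium stimulus after 20 min compound exposure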
KCNK9 block: KCNK9 potassium channel inhibitors, primary screen, HEK293 cells, thallium flux. Potassium channel subfamily K member 9 (Homo sapiens), Q9NPC2. FluxOR thallium flux fluorescence; hits give low values. B-score at 10 µM. 310,000 tested, 1.2% active;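 active = ratio B-score over 3 SD below the library mean, with starting fluorescence within 5 SD of its mean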;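 also: negative B-score means less thallium flux so channel inhibition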
RGS4 act: RGS4 potentiators or activators, primary screen, cell-based, HEK293 M3R inducible RGS4, calcium flux | carbachol calcium flux Fluo4; hits give low values | 310,000 tested, 0.92% active | AID 463111, 2010 | B-score at 10 µM;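 active = B-score of the integrated calcium signal more than 4 SD below the library mean, with starting fluorescence not abnormally high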;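 also: negative B-score means reduced calcium response which marks RGS4 activation or potentiation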
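test system = M3R-expressing HEK293 line, RGS4 induced by doxycycline | probe or stimulus = carbachol at ECmax as muscarinic agonist stimulus | timing = dye loading 30 min 37 °C, buffer rest 30 min RT | signal = calcium dye Fluo4 fluorescence | evaluation = B score from integrated fluorescence ratio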
KCNK3 block: human KCNK3 channel inhibitors, primary screen, CHO cells, FluxOR thallium flux, B-score; Potassium channel subfamily K member 3 (Homo sapiens), O14649; B-score at 10 µM; AID 602410, 2012; 340,000 tested, 0.84% active; FluxOR fluorescence; hits give low values;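 active = B-score under library mean minus 4 SD, starting fluorescence ratio at most library mean plus 5 SD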;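 also: more negative B-score means stronger inhibition of thallium flux through KCNK3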
Target sequence (O14649 whole entry, looked up): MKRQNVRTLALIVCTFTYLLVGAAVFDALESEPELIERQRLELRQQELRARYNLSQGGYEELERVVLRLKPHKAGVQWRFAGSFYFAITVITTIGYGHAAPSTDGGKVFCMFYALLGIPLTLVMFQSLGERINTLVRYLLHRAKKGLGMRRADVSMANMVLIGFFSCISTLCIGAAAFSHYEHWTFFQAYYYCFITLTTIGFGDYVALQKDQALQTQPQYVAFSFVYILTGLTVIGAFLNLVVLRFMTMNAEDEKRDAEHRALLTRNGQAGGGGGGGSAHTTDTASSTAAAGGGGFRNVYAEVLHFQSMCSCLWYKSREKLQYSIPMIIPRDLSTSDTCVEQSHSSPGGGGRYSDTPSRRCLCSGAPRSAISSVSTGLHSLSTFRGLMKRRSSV
GSK3beta inhib: human GSK3beta kinase inhibitors, primary screen, biochemical, cell-free homogeneous, HTS. Glycogen synthase kinase-3 beta (Homo sapiens), P49841. GST-GSK3beta kinase, ADP-Glo luminescence, 60 min; hits give low values. activity score (negative = inhibition), % at 10 µM. 300,000 tested, 0.038% active. AID 2097, 2009;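 active = more than half of replicate wells score below -50%, meaning over 50% inhibition versus plate controls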;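 also: 0% = median DMSO wells and -100% = median GW8510 positive control wells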
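test system = GST-tagged human GSK3beta kinase, cell-free | reagent = 25 µM ATP with peptide substrate | dosing = one dose of 10 µM per compound | schedule = 60 min reaction, RT | detection = luminescent ADP-Glo measurement of ADP formed | control set = DMSO neutral wells and GW8510 at 20 µM as positive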
DYRK1A inh: rat Dyrk1A kinase inhibitors, primary screen, biochemical, single point, plate reader. 310,000 tested, 0.43% active. inhibition, % at 12.5 µM. ADP-Glo luminescence, NFATc1 peptide. Dual specificity tyrosine-phosphorylation-regulated kinase 1A (Rattus norvegicus), Q63470; in the data active = inhibition above about 50%;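 also: plate controls were vehicle with enzyme for no effect and no enzyme for full effect; many of its hits are not listed in these tables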
hERG protect: hERG rescue from dofetilide block, primary screen, cell-based, CHO-hERG, FluxOR thallium flux, dofetilide IC70; Voltage-gated inwardly rectifying potassium channel KCNH2 (Homo sapiens), Q12809; activation (rescue from dofetilide block), less the hit threshold, % at 10 µM; 310,000 tested, 0.51% active; dofetilide IC70 present;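 active = activation above the mean of controls blocked by dofetilide plus 5 SD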;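 also: thallium influx through hERG after potassium depolarization seen as dye fluorescence rise; in these data hits start at about 4.7%; inactives centre near -7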
Starred values were filed as active, the others as inactive; i = inactive; . = not tested or not shown.

Values run as follows: PolyA inh | KCNQ1 pot | GSK3beta inhib | GSK3 alpha inh | KCNK9 block | RGS4 act | KCNK3 block | hERG protect | KCNQ1 block | HDAC3 inhib | DYRK1A inh
O=C(c1cc(-c2ccccc2)on1)N1CCN(C(=O)c2ccco2)CC1
→ i | i | 3 | -4 | i | i | i | -9 | i | 0 | 4
CCCNC(=O)c1cc2c3ccccc3n(C)c2s1
→ i | i | -2 | -15 | i | i | i | -5 | i | 2 | -4
CCOc1cccc(NC(=O)C2CC(=O)N(C)C(=Nc3ccccc3)S2)c1 (centres undefined)
→ i | i | 0 | -6 | i | i | i | -9 | i | 4 | 5
NC(N)=Nc1nc2ccc(Cl)cc2c(=O)[nH]1
→ i | i | 2 | -4 | i | i | i | -5 | i | 4 | 2
Cc1ccc(S(=O)(=O)N2CCCC2)s1
→ i | i | 1 | 6 | i | i | i | -7 | i | -6 | 1
N#CCSc1nn(-c2ccc(F)cc2)c(=S)s1
→ i | i | 3 | 4 | i | i | i | -7 | i | 6 | 8
COC1(c2ccccc2)NC(=S)NN=C1c1ccccc1 (centres undefined)
→ i | i | 2 | -3 | i | i | i | -9 | i | 2 | -19
CCOC(=O)CSC1=C(C#N)C(c2ccc(C)cc2)C(C(=O)OC)C(=O)N1 (centres undefined)
→ i | i | 1 | 2 | i | i | i | -10 | i | -4 | 0
Cc1cccc(C)c1NC(=O)C1CCCN1C(=O)NCc1ccccc1 (centres undefined)
→ i | i | -1 | -1 | i | i | i | -5 | i | -3 | -1
COc1ccc(Cn2nnc3c(=O)[nH]c(C4CCN(C(=O)c5ccccc5Cl)CC4)nc32)cc1
→ i | i | -4 | -1 | i | i | i | -7 | i | -10 | 10
CCOC(=O)c1ccc(N2C(=O)CC(N3CCCC(C)C3)C2=O)cc1 (centres undefined)
→ i | i | 1 | -3 | i | i | i | -13 | i | 3 | 40
COc1ccc(CCNC(=O)c2ccc(=O)[nH]c2)cc1
→ i | i | -2 | 0 | i | i | i | -8 | i | 2 | -1
CC(=O)N1CCN(Cc2cc(=O)n3cc(Cl)c(C)c(Cl)c3n2)CC1
→ i | i | 4 | 0 | i | i | i | -6 | i | -7 | -1
CCCCCn1c(CN2CCN(C(=O)OCC)CC2)nc2c1c(=O)[nH]c(=O)n2C
→ i | i | 1 | -2 | i | i | i | -12 | i | -7 | -6
CC(=O)Nc1ccc(NC(=O)CSc2nc3c(=O)n(C)c(=O)n(C)c3n2C)cc1
→ i | i | -3 | . | i | i | i | -5 | i | . | 12
Cc1ccn2c(=O)nc(SCC(=O)NC3CCCC3)nc2c1
→ i | i | 0 | 0 | i | i | i | -12 | i | 1 | -6
CC(=O)Nc1cccc(NC(=O)Nc2cccc3ccccc23)c1
→ i | i | -3 | -3 | i | i | i | -5 | i | . | 4
COc1cccc(S(=O)(=O)Nc2cccc(C(=O)N3CCOCC3)c2)c1
→ i | i | 1 | 6 | i | -7.5* | i | -11 | i | -2 | -4
CCOc1ccccc1N1C(=O)c2ccc(C(=O)O)cc2C1=O
→ i | i | -2 | -1 | i | i | i | -6 | i | 4 | 1
COc1ccc(C(=O)Nc2ccc(C(=O)NCCc3ccc(OC)c(OC)c3)cc2)cc1
→ i | i | 0 | -2 | i | i | i | -9 | i | . | 4
O=C(CNC(=S)NC(=O)c1ccccc1)c1ccccc1
→ i | i | 1 | -2 | i | i | i | -6 | i | 2 | -3
Cc1c(Cl)cn2c(=O)cc(CN3CCN(c4ccc(F)cc4)CC3)nc2c1Cl
→ i | i | 3 | 3 | i | i | . | -17 | i | 2 | .
CC1CCCC(C)N1CC(C)(C)NS(=O)(=O)c1ccc(Cl)cc1 (centres undefined)
→ i | i | 2 | -2 | i | i | i | -13 | i | -1 | 1
Cc1nc(NC(=O)C2CC2)sc1C(=O)Nc1ccccc1Cl
→ i | i | 2 | 2 | i | i | i | -6 | i | 0 | .
c1ccc(C2(CNc3ccccn3)CCCC2)cc1
→ i | i | -1 | 0 | i | i | i | -10 | i | . | 12
Cc1cc(=O)c2cc(C(=O)c3ccccc3)ccc2[nH]1
→ i | i | 1 | 0 | i | i | i | -5 | i | -5 | 0
O=S(=O)(Cc1ccco1)Cc1nc(-c2ccc(Cl)cc2)cs1
→ i | i | -3 | -4 | i | i | i | -1 | i | 0 | .
COc1ccc(C2C(C#N)=C(N)OC3=C2C(=O)CCC3)cc1OC (centres undefined)
→ i | i | -2 | -2 | i | i | i | -2 | i | -9 | 2
COc1ccc(CCNC(=O)[C@@H]2C[C@H]2c2ccccc2)cc1OC
→ i | i | 5 | -2 | i | i | i | -6 | i | 4 | 2
CCC(=O)Nc1cccc(NC(=O)c2cccc([N+](=O)[O-])c2)c1
→ i | i | -2 | 0 | i | i | i | -9 | i | 6 | 6
Cc1cc(C)c2c(N)c(S(=O)(=O)c3ccccc3)sc2n1
→ i | i | -2 | 3 | i | i | i | -5 | i | -2 | -8
O=C(NCc1ccco1)C1CC(c2ccc(Cl)c(Cl)c2)=NO1 (centres undefined)
→ i | i | 4 | -2 | i | i | i | -1 | i | -2 | -6
COc1ccc(-c2nnc(SC(C)C(=O)Nc3ccc4c(c3)OCCO4)o2)cc1 (centres undefined)
→ i | i | -9 | 4 | i | i | i | 0 | i | 5 | 2
NC(=O)CN(C/C=C/c1ccccc1)C/C=C/c1ccccc1
→ i | i | 3 | 12 | i | i | i | -6 | i | -6 | .
CCc1cccc(CC)c1N(COC)C(=O)Cn1cnc2ccccc21
→ i | i | 5 | -2 | i | i | i | -12 | i | -1 | .
COc1ccc(C(C(=O)NC2CCCCC2)N(C(=O)c2ccco2)c2ccccc2C(C)=O)cc1 (centres undefined)
→ i | i | -1 | 5 | i | i | i | -8 | i | 1 | -6
N=c1n(CCN2CCOCC2)c2ccccc2n1CC(=O)c1ccc(Cl)c(Cl)c1
→ i | i | 2 | 0 | i | i | i | -13 | i | 4 | 10
CC(CNC(=O)CCC(=O)N1CCOc2ccccc21)c1ccccc1 (centres undefined)
→ i | i | 2 | 0 | i | i | i | -5 | i | -7 | 9
COC(=O)c1cc2c(C(F)(F)F)nn(C)c2s1
→ i | i | -3 | -2 | i | i | i | -6 | i | 8 | .
Cc1csc2c(C#N)c(=O)c3c(n12)CCC3
→ i | i | -2 | 0 | i | i | i | 0 | i | -1 | -8
CNC(=O)C1=C(C)NC(=S)NC1c1cccs1 (centres undefined)
→ i | i | 1 | -2 | i | i | i | -9 | i | 1 | -2
COc1ccc(-c2cc(C(=O)N3CCCC3)no2)cc1
→ i | i | 2 | 3 | i | i | i | -2 | i | 3 | 3
NC(=O)C1CCN(C(=O)CN(C2CCCCC2)S(=O)(=O)c2ccc(F)cc2)CC1
→ i | i | -4 | 1 | i | i | i | -7 | i | 2 | -6
COc1cc([N+](=O)[O-])ccc1NC(=S)Nc1cccc(C(=O)O)c1
→ i | i | -1 | -2 | i | i | i | -5 | i | 15 | 5
Cc1cc([N+](=O)[O-])ccc1N=Nc1c(N)[nH]n(-c2ccccc2)c1=O
→ i | i | -2 | -1 | i | i | i | 2 | i | 4 | 4
O=S(=O)(NCc1csc(-c2cccnc2)n1)c1cccs1
→ i | i | -2 | 1 | i | i | i | -9 | i | -2 | 0
COCCNC(=O)CCC(=O)NNc1nc2ccccc2c2nc(C)nn12
→ i | i | -2 | 3 | i | i | i | -3 | i | -3 | 3
COc1ccccc1NC(=O)C(C)OC(=O)C1CC(=O)N(c2ccc3c(c2)OCCO3)C1 (centres undefined)
→ i | i | -1 | -4 | i | i | i | -13 | i | -3 | -5
COc1ccc(C(=O)C2CCN(C(=S)Nc3ccc(F)cc3)CC2)cc1
→ i | i | -1 | 0 | i | i | i | -11 | i | 1 | 3
COC(=O)CCCC1=CC2=CC(=O)C(C)(OC(=O)c3cccs3)C(=O)C2=CN1CCc1ccccn1 (centres undefined)
→ i | i | -4 | 2 | i | i | i | -9 | i | 1 | -8
COc1ccc(/C=C2\CCCC(C(=O)C(F)(F)F)=C2O)cc1
→ i | i | 1 | 5 | i | i | i | 2 | i | 8 | -1
Cn1c(SCc2ccc(C(C)(C)C)cc2)nnc1C1COc2ccccc2O1 (centres undefined)
→ i | i | 3 | -2 | i | i | i | -8 | i | 13 | .
O=C(NNc1nc(-c2ccccc2)cs1)c1ccc(F)cc1
→ i | i | 6 | . | i | i | i | -3 | i | . | -2
Cn1c(N)c(S(=O)(=O)N2CCCC2)c(=O)n(C)c1=O
→ i | i | 1 | -1 | i | i | i | -9 | i | -5 | 3
CC(C)c1ccc(NC(=O)c2ccc3c(c2)C(=O)N(Cc2cccnc2)C3=O)cc1
→ i | i | 2 | -2 | i | i | i | -10 | i | 0 | -1
Cc1sc2ncnc(N3CCCCC3C)c2c1C (centres undefined)
→ i | i | -3 | -9 | i | i | i | -14 | i | 5 | 6
COc1ccc(N(CC(=O)N2CCc3ccccc3C2)S(C)(=O)=O)cc1Cl
→ i | i | 3 | -2 | i | i | i | 0 | i | -9 | -2
CSc1ncccc1C(=O)NC1CC(C)(C)Cc2c1cnn2-c1ccccc1C (centres undefined)
→ i | i | 2 | -3 | i | i | i | -13 | i | 0 | -7

A portion of the library (hit frequency here may not be typical).
